TGFb SMAD3 inh = qHTS for Inhibitors of TGF-b. 410,000 tested, 1.2% active. HepG2 CAGA-GFP TGF-b/SMAD3 reporter, GFP fluorescence, 18 h; TGF-beta stimulated, 500 pg/mL final. AID 588855, 2011. Potency, µM (series often up to 46.1 µM), inactives show at the highest dose activity, negative = inhibition, usual class: inhibitors; also: potency is read from the fitted curve at half-maximal effect; % is scaled to controls: 0 for no effect and ±100 for the full control effect; nearly all actives have a fitted effect of over 65% in size
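Inhibition was scored as loss of TGF-beta-induced (500 pg/mL final, 18 hours, 37 degrees C) GFP in HEPG2 cells carrying a CAGA-GFP reporter, in DMEM with 1% FBS. Well GFP was summed per cell; Activity was normalised to unstimulated and stimulated DMSO wells, then concentration-response fitting.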
A549 tox = Nrf2 qHTS screen for inhibitors: counterscreen for cytotoxicity; Potency, µM (top dose mostly 46 µM), inactives show at the highest dose activity change, negative = cytotoxicity, hits mostly inhibitors; A549 ARE-Fluc cells, CellTiter-Fluor viability, 18-24 h; 390,000 tested, 0.16% active; also: potency is read from the fitted curve at half-maximal effect; % is scaled to controls: 0 for no effect and ±100 for the full control effect
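Cytotoxicity counterscreen: CellTiter-Fluor fluorescence was measured in A549 ARE_Fluc cells after 18-24 h of compound exposure in a concentration series. The subsequent BugLite luminescent read reports ARE-luciferase activity.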
Nrf2 inh = Nrf2 qHTS screen for inhibitors. 360,000 tested, 2.1% active. A549 ARE-Fluc reporter, luciferase luminescence, 18-24 h. Potency, µM (highest dose often 46 µM), for inactives: at the highest dose activity change, negative = inhibition, usual class: inhibitors; also: potency is read from the fitted curve at half-maximal effect; % is scaled to controls: 0 for no effect and ±100 for the full control effect; nearly all actives have a fitted effect of over 60% in size
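Quantitative HTS in A549 cells stably bearing an antioxidant response element-firefly luciferase construct. Inhibition of Nrf2-driven transcription was scored by luminescence after 18-24 h of compound exposure at 37 °C.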
ATXN2 expr inh = Primary qHTS for Inhibitors of ATXN expression. HEK-293 ATXN2-luciferase reporter, luminescence, 24 h. Potency, µM (top dose mostly 57 µM), inactives show top-dose activity change, negative = inhibition, most hits filed as inhibitors. 360,000 tested, 0.72% active. AID 1745845, 2022; also: potency is read from the fitted curve at half-maximal effect; % is scaled to controls: 0 for no effect and ±100 for the full control effect; nearly all actives have a fitted effect of over 55% in size
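qHTS (up to 57 uM final) was run with 24 h compound exposure of reporter cells at 37 °C. Each well was multiplexed: SteadyGlo luminescence measured ATXN2-luciferase expression after a fluorogenic Gly-Phe-AFC viability readout (25 uM final).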
IL1B secr inh = qHTS for Inhibitors of Inflammasome Signaling: IL-1-beta AlphaLISA Primary Screen; AID 743279, 2014; activity change, % at 57.5 µM; 360,000 tested, 4.7% active; THP-1 LPS/ATP IL-1B secretion, AlphaLISA, 16 h; hits give low values; in the data active = activity change below about -50%; inconclusive = mostly about -30% to -49%; also: % is scaled to controls: 0 for no effect and ±100 for the full control effect
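Secreted IL-1B measured by AlphaLISA bead assay after 16 h compound exposure of THP-1 cells; compounds (final up to 57.5 uM) added 1 h before LPS (250 ng/mL) and ATP (1.25 mM) stimulation; lower signal means less secretion.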
MCF10A rereplic = A quantitative high throughput screen for small molecules that induce DNA re-replication in MCF 10a normal breast cells. MCF 10A DNA re-replication, Hoechst nuclear intensity, 48 h. Potency, µM (series often up to 46.1 µM), inactives show top-dose activity, positive = re-replication, usual class: activators. 350,000 tested, 2.9% active. AID 624296, 2012; also: potency is read from the fitted curve at half-maximal effect; % of control where 0% means no effect; nearly all actives have a fitted effect of over 50% in size
Nrf2 ARE act = qHTS of Nrf2 Activators; AREc32 ARE-luciferase reporter (MCF7-derived line), luminescence, 24 h; Potency, µM (titrated, usually from 46.1 µM), for the others: at the top dose activation, actives largely listed as activators; 410,000 tested, 0.31% active; AID 624171, 2012; also: potency is read from the fitted curve at half-maximal effect; % of control where 0% means no effect; nearly all actives have a fitted effect of over 65% in size
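AREc32 cells carrying an ARE-driven firefly luciferase reporter were seeded at 1000 cells/well in OPTI-MEM with 5% FBS, then exposed to compound for 24 hr at 37 deg C. Luminescence was read with Steady-Glo after 30 min at RT.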
S2 tox = Viability Counterscreen for Primary qHTS for Inhibitors of ATXN expression; S2 cells (HEK-293 line with an ATXN2-luciferase reporter) viability, CellTiter-Fluor protease fluorescence, 24 h; Potency, µM (doses to about 56.7 µM), usual class: cytotoxic; 400,000 tested, 0.49% active; AID 651635, 2014; also: potency is read from the fitted curve at half-maximal effect; nearly all actives have a fitted effect of over 40% in size
HepG2 viability = qHTS for Inhibitors of TGF-b: Cytotox Counterscreen; AID 588856, 2011; 410,000 tested, 0.76% active; HepG2 CAGA-GFP viability, ATP luminescence, 18 h; Potency, µM (doses to about 46.1 µM), for the others: at the highest dose activity change, negative = cytotoxicity, actives largely listed as cytotoxic; also: potency is read from the fitted curve at half-maximal effect; some results filed as inactive show a strong effect at the top dose
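CellTiter-Glo luminescence gave cytotoxicity after 18 hours at 37 degrees C. The cells were HepG2 CAGA-GFP in 1% FBS DMEM, stimulated with 500 pg/mL TGF-beta after compound addition. %Activity was normalised to no-cell wells (complete cell-killing) and DMSO (no toxicity), and curves were fitted and classified.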
Active calls of the source: *; i = inactive; ? = inconclusive; . = no result given; & = joins results of further samples; ! = not confirmed by another sample; [ ] = another dose, or the depositor's remark. Unless noted, calls follow the shape of the dose curve; as a rule, active = well fitted curve in the direction sought with a large enough effect; inconclusive = small, poorly fitted or top-dose-only effect, or another doubt; inactive = no such curve, though single readings can be large; an effect the other way counts as inactive or inconclusive.

SMILES | TGFb SMAD3 inh | A549 tox | Nrf2 inh | ATXN2 expr inh | IL1B secr inh | MCF10A rereplic | Nrf2 ARE act | S2 tox | HepG2 viability
COc1ccc(N2CCN(C(=S)NC(=O)c3cccs3)CC2)c([N+](=O)[O-])c1 | -29% | -1% | -7% | -26% | 10 | 19% | 6.1% | i | -14%
CC(C)OC(=O)c1cc2c(=O)[nH]c(C(Cl)(Cl)Cl)nc2o1 | -20% | -10% | ? | 8%[11.3 µM] | 20 | 1% | 0.2% | i | -22%
Cc1ccc(NC(=O)CCN2C(=O)C3CC=CCC3C2=O)cc1Cl (stereo unspecified) | -2% | 0% | 9% | 4% | -28 | -8% | -0.1% | i | 0%
CCOC(=O)N1CCN(C(=O)C(CC(C)C)NS(=O)(=O)c2ccc(C)cc2)CC1 (stereo unspecified) | 3% | -2% | -11% | -8% | 26 | -5% | -0.3% | i | 2%
CCOC(=O)c1ccc(NC(=O)c2cc(F)c(F)cc2Cl)cc1 | 0% | -2% | -3% | 5% | 4 | -37%[inhibitor] | 2.3% | i | 16%
Cc1cccc(C)c1C(O)c1ncc(-c2cccc(C(F)(F)F)c2)[nH]1 (stereo unspecified) | -3% | . | . | -8% | -26 | . | 3.7% | i | -41%
O=S(=O)(NCc1ccccc1Cl)c1ccc(-n2cccn2)cc1 | ? | 15% | -12% | -16% | -6 | 5% | 2.3% | i | -28%
O=C(CSc1ncnc2c1cnn2-c1ccccc1)NC1CCS(=O)(=O)C1 (stereo unspecified) | 4% | -5% | -7% | 5% | -11 | -3% | 11% | ? | -4%
CC(OC(=O)c1ccccc1NS(=O)(=O)c1cccc(C(F)(F)F)c1)C(=O)N(C)Cc1ccccc1 (stereo unspecified) | -16% | 1% | 17% | -8% | -23 | 7% | -0.7% | i | 2%
COC(=O)C1=C(N)OC2=C(C(=O)CC(C)(C)C2)C1c1ccccc1OCC#N (stereo unspecified) | -3% | -11% | 3% | . | -25 | -2% | 0.8% | i | 4%
CN(C)CC(=O)N1CCc2ccccc2C1 | 5% | 0% | 1% | 14%[11.3 µM] | 35 | 1% | 0.1% | i | 3%
Oc1ccc(NCc2ccccc2OCc2ccccc2F)cc1 | 10µM*! | -13%&-20% | ? | ? | -6 | ? | ? | ? | 11µM*!
O=C(NCCc1nc2ccc(Cl)cc2[nH]1)C1CCC(=O)N(Cc2cccc(F)c2)C1 (stereo unspecified) | -24% | 9% | -1% | -5% | 24 | ? | -0.7% | i | -1%
CCN1CCN(C(c2ccccc2)c2sc3nc(C)nn3c2O)CC1 (stereo unspecified) | 4% | -16% | 7% | -24% | 10 | 6% | -0.5% | i | -4%
COc1cc2c(N3CCOCC3)cc(O)c(CC(=O)Nc3ccccc3)c2cc1OC | 0% | 0% | 2% | 3% | 11 | 1% | -0.1% | i | -2%
O=C1C2CCCN2C(=O)N1CCCCN1CCN(c2ccc(F)cc2)CC1 (stereo unspecified) | ? | -1% | 3% | 1% | -6 | 0% | 0.1% | ? | 8%
CCOC(=O)c1c(NC(=O)C(=O)N/N=C/c2ccc(O)c(OC)c2)sc2c1CCCCC2 | 3% | -15% | ? | -2% | -27 | ? | 4.5% | i | -19%
O=C(CCCCCN1C(=O)CCC1=O)Nc1ccc(Br)cc1F | ? | -2% | . | 2% | -6 | -1% | 2.4% | i | -25%
O=C(O)c1c(Cl)c(Cl)c(Cl)c(Cl)c1C(=O)N1CCOCC1 | 25% | -8% | -3% | 2% | 0 | -1% | 0.2% | i | 33%
COc1cccc(C(=O)/C(C#N)=N/Nc2cccc(-c3ccnc(C)n3)c2)c1 | -25% | ? | ? | . | 0 | 9% | 3.1% | ? | -56%
Cc1ccc(S(C)(=O)=O)cc1C(=O)N1CC(C(N)=O)Oc2ccccc21 (stereo unspecified) | -4% | -3% | 10% | 3% | 17 | 0% | -0.3% | i | 13%
COC(=O)Nc1ccc2c(c1)N(C(=O)CCN1CCOCC1)c1ccccc1S2 | -29% | 0% | 3% | 0% | -27 | -2% | 7.4% | i | -10%
COC(=O)CNc1ccc2c(c1)OCO2 | -13% | -17% | -9% | -3% | 2 | 0% | 0.0% | i | -29%
CCC(=O)NC(c1ccc([N+](=O)[O-])cc1)c1c(O)ccc2ccccc12 (stereo unspecified) | -16% | ? | 16µM* | -12% | ? | ? | 0.3% | ? | -28%
CNC(=O)c1cc(C(=O)c2ccccc2C(F)(F)F)c[nH]1 | -3% | -10% | -26% | 1% | 38 | ? | -0.7% | i | 4%
(continued)
SMILES | TGFb SMAD3 inh | A549 tox | Nrf2 inh | ATXN2 expr inh | IL1B secr inh | MCF10A rereplic | Nrf2 ARE act | S2 tox | HepG2 viability
C[n+]1c2n(c3ccccc31)N=C(c1ccccc1)CS2 | ? | ? | 3.7µM* | ? | ? | ? | 8.9µM* | i | -40%&-19%
CCN(CC)C(=O)CN(c1cc2c(cc1OC)oc1ccccc12)S(=O)(=O)c1ccc(C)cc1 | 6% | -10% | . | -13% | 28 | 7% | 0.5% | i | 0%
CCCCCCn1c(=O)n2n(c1=O)C[C@]1(OC(=O)NC3CC3)CN(S(=O)(=O)c3ccc(C)cc3)C[C@]1(O)C2 | -22% | . | . | -24% | 19 | . | 2.6% | ? | -31%
Cc1ccc2nc(-c3ccc(C)c(NC(=O)CSc4ccc(Cl)cc4)c3)oc2c1 | 4% | -5% | ? | 116%[activator] | . | . | 3.6% | i | -76%
COC(=O)CSc1nsc(SCC(=O)OC)n1 | 14% | -5% | 5% | 8% | ? | -177%[0.0737 µM] | -0.7% | i | 1%
Cc1cc(NC(=O)c2ccc(Cl)cc2Cl)no1 | -2% | 12% | ? | -1% | ? | 7% | 5.5% | i | -17%
Cc1sc(NC(=O)c2c(F)cccc2F)nc1-c1ccccc1 | -11% | -9% | ? | 57%[activator] | -24 | ? | 1.5% | i | 2%
CCN(CC)C(=O)C1=C(C)N(CCCN2CCCC2=O)C(=O)C(CC(=O)NCC2CCCCC2)C1 (stereo unspecified) | 5% | . | . | 4% | 3 | . | 0.2% | i | 11%
CC(=O)OCn1nnc2ccccc2c1=O | -8% | -6% | 26% | 8% | 25 | -3% | 0.3% | i | -7%
Nc1cc(=O)[nH]c(SCC(=O)Nc2cccnc2Cl)n1 | 8% | 4% | -4% | 1% | 11 | -6% | 0.0% | i | 4%
Cc1nnc(SCc2cc(=O)n3c(C)cccc3n2)s1 | -16% | -6% | . | . | . | . | 0.9% | . | -18%
COc1ccc(C(=O)Nc2nncs2)cc1S(=O)(=O)N1CCOCC1 | 2% | 0% | -8% | -3% | -2 | 2% | -0.1% | i | -2%
COc1ccc(S(=O)(=O)N2CCN=C2SCc2cccc(C)c2)cc1 | ? | 0% | -12% | -3% | ? | 21% | 0.2% | i | 6%
CC(=O)Nc1ccc(C(=O)OCC(=O)Nc2c(F)cccc2F)cc1 | -1% | 2% | 6% | -18% | -14 | 13% | 0.1% | i | -2%
CCOc1ccc(C=NC23CN4CN(CN(C4)C2)C3)cc1 | 11% | -5% | 0% | 4% | -5 | 8% | -0.2% | i | -4%
CCN(CC)C1Oc2cc3c(cc2C(c2cccc(OC)c2O)C1C)OCO3 (stereo unspecified) | ? | ? | -13% | -24% | -25 | ? | -0.4% | ? | -3%
COc1cc(/C=N\NC(C)=O)ccc1OC/C=C/c1ccccc1 | -19% | 1% | 2% | -38% | -1 | 1% | 6.5% | i | -24%
CC1(C)Cc2c(cnn2-c2ccccc2)C(NC(=O)CCCn2cncn2)C1 (stereo unspecified) | -7% | -4% | 4% | 2% | i | -5% | 6.5% | i | 11%
Cc1cccc(C)c1NC(=O)CN(C)C(=O)c1ccc(NS(=O)(=O)c2ccc3[nH]c(=O)[nH]c3c2)cc1 | 5% | 3% | -3% | 2% | -10 | -3% | -0.2% | i | 4%
O=S(N1CCCCC1)C12CC3CC(CC(C3)C1)C2 (stereo unspecified) | 1% | 6% | 6% | . | 11 | 0% | -0.1% | i | 6%
Cc1cccc(-c2nc(CS(=O)CC(=O)NCc3cccs3)c(C)o2)c1 (stereo unspecified) | -12% | -1% | -10% | 4% | 4 | -3% | 0.2% | i | -15%
COc1cccc(CNC(=O)c2ccc3c(c2)nc2n3CCOC2)c1 | 27% | -3% | . | . | . | . | -0.1% | . | 5%
COc1ccc(-c2cn3nc(N4CCCC(C(=O)NCc5ccccc5OC)C4)sc3n2)cc1 (stereo unspecified) | ? | 4% | ? | . | . | . | 4.4% | . | 2%
COc1ccc2ccc(O)c(CN3CCN(S(=O)(=O)c4cc([N+](=O)[O-])ccc4C)CC3)c2c1 | ? | 1% | -10% | 6% | -7 | 2% | ? | i | -16%
CCc1noc(C)c1C(=O)N1CCN(S(=O)(=O)c2cccc(C(F)(F)F)c2)CC1 | -3% | -2% | 6% | . | 22 | -2% | -0.8% | ? | -5%
COc1ccccc1C(=O)NC(=O)COC(=O)CNC(=O)c1ccc(Cl)cc1Cl | 0% | 2% | ? | 2% | 22 | 0% | -0.4% | i | -10%

Some of the entries so far, in markdown:
| SMILES | TGFb SMAD3 inh | A549 tox | Nrf2 inh | ATXN2 expr inh | IL1B secr inh | MCF10A rereplic | Nrf2 ARE act | S2 tox | HepG2 viability |
| --- | --- | --- | --- | --- | --- | --- | --- | --- | --- |
| COc1ccc(S(=O)(=O)N2CCN=C2SCc2cccc(C)c2)cc1 | ? | 0% | -12% | -3% | ? | 21% | 0.2% | i | 6% |
| CC(=O)Nc1ccc(C(=O)OCC(=O)Nc2c(F)cccc2F)cc1 | -1% | 2% | 6% | -18% | -14 | 13% | 0.1% | i | -2% |
